Screening results: PubChem, Broad Institute
PglD inh – C. jejuni PglD acetyltransferase inhibitors, primary screen, biochemical, DTNB colorimetric, single point; inhibition, % at 12.5 µM; AID 602405, 2012; actives 0.098% (n = 360,000); purified PglD enzyme, DTNB colorimetric CoA detection; UDP-N-acetylbacillosamine N-acetyltransferase PglD (Campylobacter jejuni); in the data active = inhibition above about 16%, passing the limit was not always enough; also: strong numbers were not always called active
PAX8 inh HTS – inhibitors of PAX8-driven TPO luciferase reporter, primary screen, RMG-I cells, single concentration; AID 652154, 2013; SteadyGlo, 24 h; inhibition, % at 12.6 µM; actives 1.2% (n = 360,000);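 active = mean replicate inhibition at least 60% with every replicate also reaching 60%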;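 also: luciferase light reporting Pax8 driven TPO promoter activity; plate controls were median of neutral control wells for no effect and mitoxantrone controls for full effect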
ARNT-TACC3 inh – disruptors of ARNT/TACC3 protein interaction, primary screen, biochemical, AlphaScreen, single concentration; inhibition, % at 9.99 µM; Transforming acidic coiled-coil-containing protein 3 (Homo sapiens), Q9Y6A5; AID 623870, 2012; actives 0.66% (n = 390,000); AlphaScreen His-ARNT PAS-B/GST-TACC3 binding, luminescence; TACC3 fragment carries E629A point mutation;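 active = mean inhibition of replicates at least 50% and at least half of replicates each reaching 50%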;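 also: 0% = complete ARNT plus TACC3 wells and 100% = ARNT alone without TACC3; many hits fall short of the cut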
GSIS activator – GLuc luminescence reporter in INS-1E cells, primary screen for activators of glucose-dependent secretion of insulin | INS-1E GLuc reporter insulin secretion, 2-3 h | activation, % at 16.6 µM | actives 0.61% (n = 370,000) | AID 743287, 2014;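 active = lowest replicate activation of at least 40%, so every replicate reaches that level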;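 also: 0% = median of neutral control wells and 100% = median of IBMX positive control wells; some compounds called inactive have numbers as strong as hits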
LGR2 inh – inhibitors of bursicon-induced LGR2 CRE-luciferase signal, primary screen, cell-based, HEK293, CRE-luciferase reporter, bursicon stimulation; Drosophila bursicon receptor LGR2 (rickets); bursicon-stimulated, 4 h; inhibition, % at 9.99 µM; actives 0.35% (n = 380,000);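 active = drop in luminescence signal, shown as inhibition above about 50% in the replicate tests, limit read from the data, passing the limit was not always enough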;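 also: agonist challenge used bursicon conditioned medium at about half maximal strength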
PGC1a acetyl inh – inhibitors of PGC1a acetylation signal, primary screen, cell-based, U2OS, AlphaScreen, inhibitor mode; AlphaScreen anti-acetyl-lysine; with virally co-expressed GCN5 acetyltransferase; inhibition, % at 15.6 µM; actives 0.17% (n = 350,000);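 active = every replicate shows inhibition of at least 40%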;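 also: 0% = neutral control wells and 100% = positive control wells; some results beyond the cut were filed as inactive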
C2C12 statin – suppressors of statin myotoxicity in C2C12 myotubes, primary screen, cell-based, single point, plate reader; actives 0.78% (n = 330,000); rescue of ATP level, % at 7.49 µM; C2C12 myotubes + simvastatin, ATP luminescence, 48 h; scaled: DMSO 0, geranylgeraniol control 100;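 active = mean ATP rescue above about 67%, or every replicate alone reaching that limit, limit read from the data, passing the limit was not always enough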;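 also: myotubes were challenged with 10 µM simvastatin during compound exposure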
Cneo AK release – Cryptococcus neoformans cell lysis inducers, primary screen, AK release luminescence, single concentration; C. neoformans lysis, adenylate kinase release luminescence, 4 h; normalised: neutral wells 0, clomiphene wells 100; lysis activity, % at 15 µM; actives 0.2% (n = 360,000);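 active = mean lysis activity across replicates of at least 80%, whatever share of replicates individually reach that level; inactive = mean lysis activity below 80%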
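Assay system: log-phase C. neoformans yeast / Quantity: yeast cell density of 5 × 10^6 cells/mL / Medium: fresh YPD growth medium / Compound: single dose / Timing: static 4 h at 37 °C with compound, 1 h detection / Measured by: adenylate kinase release luminescence / Read-out: lysis from increased AK signal / Benchmarks: Clomiphene as positive lysis control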
The depositor's hits bear a star; x = no result given; & = joins results of further samples.

SMILES | PglD inh | PAX8 inh HTS | ARNT-TACC3 inh | GSIS activator | LGR2 inh | PGC1a acetyl inh | C2C12 statin | Cneo AK release
O=C(Cc1ccccc1)Nc1ccc(NC(=O)c2ccccc2)nc1 | 1 | -121 | 0 | 10 | -69 | x | -35 | -1
Cc1ccnc(NS(=O)(=O)c2ccc(N3C(=O)c4ccccc4C3=O)cc2)n1 | 4 | 9 | -8 | 1 | -14 | 5 | x | 1
CC1CCN(C(=S)Nc2ccc(SC(F)F)cc2)CC1 | x | -77 | -5 | -8 | -38 | x | x | x
O=C(N[C@H]1CC[C@H](CC(=O)N2CCOCC2)O[C@@H]1CO)c1ccccn1 | 1 | x | 1 | 9 | 15 | -3 | -4 | 56
O=C(c1cccs1)N1CCC(N2CCN(c3ccccc3)CC2)CC1 | -4 | x | 1 | x | x | -4 | x | -1
COC(=O)Cc1c(O)ccn(Cc2ccc3c(c2)OCO3)c1=O | -2 | -8 | -17 | -3 | x | x | -3 | -1
N#CC1=C(S)N(c2ccccc2)C(c2ccc(-c3ccc(Cl)c(Cl)c3)o2)NC1=O (stereo not drawn) | x | 25 | -2 | -17 | -16 | 7 | -1 | x
O=C1CC[C@@H]2CC3(C[C@@H]4CCN1[C@H]24)Nc1cc(Cl)ccc1NC3=NC1CCCCC1 (stereo partly drawn) | 6 | 13 | 26 | x | 16 | 5 | 3 | 2
COc1ccc2[nH]c(C)c(CCN(Cc3cccs3)C(=S)Nc3cccc(F)c3)c2c1 | -2 | x | 4 | x | x | -1 | x | 2
CCN(C(=O)CSc1nc2n[nH]c(C)c2c(=N)n1-c1ccc(Cl)c(C)c1)c1cccc(C)c1 | 2 | 58 | -3 | -5 | 18 | -19 | 4 | -8
Cc1noc(C)c1NC(=O)Nc1ccc2c(c1)C(=O)N([C@@H](C)CO)C[C@H](C)[C@H](CN(C)S(=O)(=O)c1ccc(Cl)cc1)OCCCC[C@@H](C)O2 | -9 | -4 | -1 | 4 | -2 | -11 | x | -8
CCOc1cc2c(cc1/C=C/c1noc(C)c1[N+](=O)[O-])OC(C)C2 (stereo not drawn) | 5 | -5 | -11 | -4 | 4 | x | -10 | -1
CCOc1ccc(Nc2ccnc3cc(Cl)ccc23)cc1 | -2 | -2 | 27 | 27 | 1 | -9 | -16 | -4
COC(=O)c1ccc(NC(=O)CSc2nnc(COc3ccc4c(c3)CCCC4)o2)cc1 | -2 | x | -9 | 2 | 3 | 3 | 21 | 5
CCCCSCc1ccc(C(=O)O)o1 | -3 | 10 | -8 | x | x | x | -2 | 3
C=CCN1C(=O)c2ccc(C(=O)OCC(=O)Nc3ccc(S(N)(=O)=O)cc3)cc2C1=O | -3 | 2 | -2 | -8 | -4 | 6 | 9 | 1
CN(Cc1ccno1)Cc1cn(C)nc1-c1ccc(Oc2ccccc2)cc1 | x | -19 | -7 | -26 | 0 | 1 | -8 | x
CCN(CC)Cc1c[nH]c2c(C(=O)OC)cccc12 | -5 | -5 | x | -4 | -12 | 9 | 0 | -1
CC(=O)Nc1ccc(S(=O)(=O)Nc2c(NC3CCCCC3)c3ccccc3oc2=O)cc1 | -2 | 15 | -7 | -6 | 12 | -14 | -2 | 7
Cc1ccc(NC(=O)OCc2ccccc2S(C)=O)cc1 (stereo not drawn) | x | -19 | 17 | -27 | 13 | -1 | x | x
CCCNC(=O)C[C@H]1C[C@@H]2c3cc(NC(=O)Nc4ccc(OC)cc4)ccc3O[C@@H]2[C@H](CO)O1 | 0 | -7 | -5 | 2 | -18 | 4 | 11 | -62
CCOC(=O)CN1C(=O)S/C(=C/c2ccc(O)c([N+](=O)[O-])c2)C1=O | x | 5 | 1 | -17 | -9 | x | x | x
COc1ccc(S(=O)(=O)NNC(=O)C2COc3ccccc3O2)cc1[N+](=O)[O-] (stereo not drawn) | x | 0 | -2 | 47 | 4 | x | 16 | x
CC(C)N(Cc1nnc(-c2ccccc2Br)o1)C(=O)c1cc(Cl)nc2ccccc12 | -2 | 36 | x | -11 | 9 | 1 | 6 | 0
CN1CCN(C(=O)C[C@@H]2CC[C@H](NC(=O)Cc3ccccn3)[C@@H](CO)O2)CC1 | -2 | 15 | 10 | 6 | 10 | 3 | -14 | -9
COc1cc(/C=C/C(=O)OCC(=O)Nc2ccc(NC(C)=O)cc2)cc(S(=O)(=O)N2CCc3ccccc32)c1OC | 10 | 22 | 4 | -5 | -5 | -12 | 1 | 0
O=C(CNC(=O)c1ccc(Br)cc1)N/N=C/c1ccc[nH]1 | x | -2 | 11 | -2 | -1 | x | x | x
CN(Cc1ccccc1)C(=O)c1cccc(NC(=O)Cc2ccc(NC(=O)C3CCN(C(=O)c4ccccc4)CC3)cc2)c1 | 0 | 11 | 1 | 7 | -12 | 4 | -6 | 0
Cc1ccc(-n2nnnc2SCC(=O)N2Cc3ccccc3CC2C(=O)O)cc1 (stereo not drawn) | 2 | -45 | -3 | -8 | 4 | 12 | x | -5
CCNC(=O)C[C@H]1CC[C@H]2[C@@H](COC[C@@H](O)CN2C(=O)c2cc(Cl)cc(Cl)c2)O1 | 3 | x | -4 | -2 | 11 | 0 | -9 | -2
CCC(Sc1nc(C)cc(C)n1)C(=O)Nc1ccc(S(N)(=O)=O)cc1 (stereo not drawn) | x | -9 | -7 | -12 | -7 | 18 | 1 | x
COc1ccc(NC(=O)Nc2nnc(Cc3ccc(OC)c(OC)c3)s2)cc1 | 2 | -16 | 3 | 1 | -3 | 16 | 7 | 2
O=C(COc1ccc(Cl)cc1)c1ccc(O)cc1O | 5 | -46 | -7 | -12 | -25 | 1 | 33 | -17
CCS(=O)(=O)N[C@@H]1C=C[C@@H](CC(=O)NCC2CCCCC2)O[C@@H]1CO | -2 | 0 | -5 | -5 | -12 | -13 | 0 | -2
COCCCNC(=O)CCc1ccc(S(=O)(=O)Nc2ccc(C)cc2)cc1 | 3 | x | 2 | -2 | 9 | -6 | 2 | -1
C[C@@H]1CN([C@@H](C)CO)C(=O)c2cccc(NC(=O)C3CCCCC3)c2O[C@H]1CN(C)CC1CCCCC1 | -2 | -19 | 0 | 8 | -4 | 6 | 7 | 1
Cc1noc(C)c1NC(=O)Nc1cccc2c1O[C@H](CN(C)S(=O)(=O)c1ccccc1)[C@@H](C)CN([C@H](C)CO)C2=O | 1 | -4&13 | 1 | 8&21 | 16&3 | -5 | -2 | 0
Cc1nc2c(OCc3ccc(OC(F)F)cc3)cccn2c1N(C)C(=O)CCC1CCCC1 | 4 | 19 | x | -51 | 12 | -16 | -30 | 0
O=C(Nc1ccccc1)N1CCCCN2[C@H](CO)[C@H](c3ccc(C#Cc4cccnc4)cc3)[C@@H]2C1 | 3 | -23 | 8 | -17 | 13 | 1 | x | 0
Cc1ccc(-c2nnn(CC(=O)N(c3ccccc3)C(C(=O)NCC3CCCO3)c3ccc(F)cc3)n2)o1 (stereo not drawn) | -6 | -4 | -7 | 8 | -3 | 3 | -3 | 1

Overlap with the part before: 2 entries, then new ones.
SMILES | PglD inh | PAX8 inh HTS | ARNT-TACC3 inh | GSIS activator | LGR2 inh | PGC1a acetyl inh | C2C12 statin | Cneo AK release
O=C(Nc1ccccc1)N1CCCCN2[C@H](CO)[C@H](c3ccc(C#Cc4cccnc4)cc3)[C@@H]2C1 | 3 | -23 | 8 | -17 | 13 | 1 | x | 0
Cc1ccc(-c2nnn(CC(=O)N(c3ccccc3)C(C(=O)NCC3CCCO3)c3ccc(F)cc3)n2)o1 (stereo not drawn) | -6 | -4 | -7 | 8 | -3 | 3 | -3 | 1
O=C(NCc1ccc2c(c1)OCO2)c1nnc(Cc2ccc(Cl)cc2)o1 | 2 | -7 | 6 | -1 | 12 | x | 5 | 0
O=C(c1ccccc1-c1ncc[nH]1)N1CCCC(Nc2ccc(F)cc2)C1 (stereo not drawn) | 1 | 0 | -4 | 11 | 23 | 2 | -5 | -1
CCCC(=O)c1cc(F)c(N2CCOCC2)cc1C | -3 | x | -3 | x | x | -17 | -7 | -2
CCCOc1ccc(N2C(=O)CC(NCc3ccncc3)C2=O)cc1 (stereo not drawn) | -5 | x | 6 | x | x | -3 | -4 | 6
CC(C)(C)c1ccc(OCC(=O)NCCN2CCCC2)cc1 | -1 | -1 | 16 | x | x | -1 | 11 | 8
Cc1cccc(C2CC(c3ccc(Cl)cc3)Nc3nc(N)nn32)c1 (stereo not drawn) | 2 | -3 | x | 2 | -6 | 3 | 4 | 0
CCOc1ccc(S(=O)(=O)N2CCCCC2)cc1NC(=O)Cc1cccs1 | 0 | 17 | -19 | -20 | 17 | 0 | 7 | 0
C[C@H](CO)N1C[C@H](C)[C@H](CN(C)Cc2ccc3c(c2)OCO3)Oc2c(NC(=O)c3ccc(-c4nccs4)cc3)cccc2C1=O | 7 | x | 29 | -16 | -6 | -7 | -36 | -7
CCOc1ccccc1NCc1nnc(-c2ccccc2)o1 | 10 | -12 | 7 | -2 | 16 | -4 | 8 | -9
CCc1ccc(NC(=O)CCn2c(=O)oc3ccccc32)cc1 | 0 | -30 | 0 | x | x | -13 | 9 | 4
CC(C)(C)C(=O)Nc1sc(-c2ccccc2)cc1C(=O)O | 1 | -116 | -4 | -13 | -54 | 7 | x | -2
O=C(C[C@H]1C[C@H](C(=O)N2CCCCC2)[C@@]2(CCc3ccccc3)c3[nH]c4ccc(Cl)cc4c3CCN2C1=O)NCCN1CCOCC1 | 0 | x | -4 | x | x | 2 | 2 | 14
CC(C)CN(C(=O)COC(=O)c1ccc(Cl)c(N)c1)c1c(N)n(Cc2ccccc2)c(=O)[nH]c1=O | 0 | 9 | -2 | -2 | -1 | x | -4 | 3
CCSC1=NCCN1C(=O)c1ccc(S(=O)(=O)N(C)C)cc1 | x | 11 | 0 | -1 | 5 | x | x | x
C[C@@H]1CN([C@@H](C)CO)S(=O)(=O)c2ccc(/C=C/c3ccccc3)cc2O[C@@H]1CN(C)C(=O)Nc1ccc(F)cc1 | 1 | x | 19 | 1 | 10 | 7 | 15 | 9
CC1(C)c2[nH]c3ccccc3c2C[C@H]2C(=O)N(Cc3ccc(F)cc3)C(=O)N21 | 0 | 12 | 8 | -27 | 19 | x | -3 | -3
O=C(C[C@@H]1CC[C@H]2[C@@H](COC[C@H](O)CN2C(=O)c2ccc3c(c2)OCO3)O1)NCCN1CCCCC1 | 0 | -14 | -8 | 4 | 14 | 10 | 32 | -1
Cc1ccc(NC(=S)N2CCC(c3ccccc3)C2)c(Cl)c1 (stereo not drawn) | x | -42 | -5 | -2 | 49 | 3 | x | x
O=C(Nc1ccc(N2CCCC2)cc1)c1cc(Br)ccc1Cl | -1 | 25 | 0 | x | x | -10 | -13 | -3
O=C(c1cc(-c2ccc(Cl)cc2)on1)N1CCc2ccccc2C1 | 3 | -5 | x | 5 | -13 | -3 | -3 | 0
